Bioassay records (PubChem)
Pf growth 96h: inhibits malaria parasite growth, 96 h | Potency, µM (titrated, usually from 28.7 µM), without a hit: top-dose activity change, negative = inhibition, usual class: inhibitors | AID 504834 | 320,000 tested, 6.9% active | P. falciparum luciferase reporter growth, 96 h; further: potency means the concentration at half of the fitted maximal effect; on the % scale 0 is the no-effect control and ±100 the full control effect
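P. falciparum expressing integrated firefly luciferase grown in erythrocytes (2% hematocrit, 0.05% parasitemia final) with compounds for 96 hours at 37 C, 5% CO2. Growth inhibition read as loss of luminescence after adding luciferase detection reagent.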
Shiga toxin inh: blocks Shiga toxin action in Vero cells; 290,000 tested, 9.2% active; inhibition, % at 38.7 µM; Vero cells, Shiga toxin protein synthesis inhibition reporter; in the data active means inhibition mostly above about 28%, no sharp cut-off; inactive means mostly below about 43%; further: 0% is about no effect
Pf growth 48h: inhibits P. falciparum growth in the first generation, 48 h | P. falciparum luciferase growth in erythrocytes, 48 h | Potency, µM (top dose mostly 28.7 µM), for the others: at the top dose activity change, negative = inhibition, actives largely listed as inhibitors | 310,000 tested, 5.9% active; further: potency means the concentration at half of the fitted maximal effect; on the % scale 0 is the no-effect control and ±100 the full control effect
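Luciferase-expressing parasites in RBCs, 2% Hct / 0.1% parasitemia final; RPMI 1640 + 0.5% Albumax; 37 C, 5% CO2, one generation; luminescence read-out, lower signal = inhibition.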
Cycloheximide cs: affects cycloheximide protein synthesis inhibition readout, counter-screen. cell reporter, cycloheximide protein synthesis inhibition counterscreen. max response, %. 300,000 tested, 12% active. AID 2314; in the data active means max response mostly above about 13%, no sharp cut-off; inactive means mostly below about 14%; further: read at 38.3 µM for the half of the compounds with a filed dose; 0% is about no effect
Giardia FBPA inh: inhibitors of Giardia lamblia fructose-1,6-bisphosphate aldolase | Potency, µM (series often up to 59.6 µM), without a hit: at the top dose activity, negative = inhibition, most hits filed as inhibitors | 290,000 tested, 0.71% active | purified Giardia FBPA | A8B2U2; further: potency means the concentration at half of the fitted maximal effect; on the % scale 0 is the no-effect control and ±100 the full control effect; nearly all actives have a fitted effect of over 55% in size
Target sequence (A8B2U2 whole entry, looked up): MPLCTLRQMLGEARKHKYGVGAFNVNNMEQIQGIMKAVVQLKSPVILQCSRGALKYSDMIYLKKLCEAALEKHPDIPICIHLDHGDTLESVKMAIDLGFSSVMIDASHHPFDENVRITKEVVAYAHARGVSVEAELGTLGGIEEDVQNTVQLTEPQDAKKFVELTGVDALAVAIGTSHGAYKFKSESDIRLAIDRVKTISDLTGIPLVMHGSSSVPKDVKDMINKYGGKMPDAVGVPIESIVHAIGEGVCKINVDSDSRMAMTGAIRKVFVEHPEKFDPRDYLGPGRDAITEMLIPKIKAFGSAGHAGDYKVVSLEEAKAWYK
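40 nM FBPA preincubated 10 min at RT with compound (up to 57.5 uM final), then substrate plus GAPDH/TPI/NAD/arsenate coupling and diaphorase/resazurin added. Fluorescence read after 20 min at RT, 525/598 nm.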
Sm TGR inh: S. mansoni TGR enzyme inhibition | purified TGR, DTNB reduction, TNB absorbance 405 nm | Potency, µM (series often up to 114 µM), without a hit: top-dose activity change, negative = inhibition, usual class: inhibitors | 360,000 tested, 3% active | AID 485364; further: potency means the concentration at half of the fitted maximal effect; on the % scale 0 is the no-effect control and ±100 the full control effect; nearly all actives have a fitted effect of over 60% in size
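Kinetic colorimetric format: TGR-catalysed, NADPH-driven DTNB reduction monitored via TNB absorbance. Enzyme dispensed at 20 nM; compound exposure 15 min at room temperature before reaction start.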
* marks the source's active call; other numbers are inactive results; ? = inconclusive; . = not tested or not shown; & = joins results of further samples; [ ] = dose if it differs, or a comment. Unless noted, the call rests on the fitted dose curve; in most records, active means well fitted curve in the direction sought with a large enough effect; inconclusive means small, poorly fitted or top-dose-only effect, or another doubt; inactive means no such curve, though single readings can be large; an effect the other way counts as inactive or inconclusive.

Abbreviations: A = Pf growth 96h; B = Shiga toxin inh; C = Pf growth 48h; D = Cycloheximide cs; E = Giardia FBPA inh; F = Sm TGR inh
> COc1cc2c3nnc(-c4ccc(F)cc4)c-3cn(Cc3cccc(C)c3)c2cc1OC
  A = 0.47µM*; B = -10; C = 0.59µM*; D = -3; E = 7%; F = -2%
> O=C(Cc1cc(=O)[nH]c(=O)[nH]1)NCc1ccccc1
  A = 5%; B = -9; C = 22%; D = -8; E = 5%; F = -5%
> CN(CCO)c1cc(N2CCCCC2)c2nonc2c1[N+](=O)[O-]
  A = ?; B = -6; C = -4%; D = -3; E = -9%; F = 18µM*
> O=C(CN1CCN(Cc2ccccc2)CC1)N1CCN(c2ccccc2)CC1
  A = ?; B = 28; C = -14%; D = -2; E = -2%; F = ?
> O=C(Cc1cccc2ccccc12)N1CC[C@@]2(O)CCCC[C@H]2C1
  A = 25%; B = -4; C = -4%; D = -1; E = 1%; F = -2%
> COc1cccc(OC)c1C(=O)Nc1ccccc1N1CCCC1
  A = .; B = 40; C = -14%; D = 7; E = -11%; F = -20%
> COc1cccc(NC(=O)c2ccc(NS(=O)(=O)c3cccs3)cc2)c1
  A = 0%; B = .; C = 10%; D = .; E = .; F = 5%
> O=C(c1ccccc1)C(Cn1cncn1)C(Sc1ccccc1)c1ccccc1 (stereo unspecified)
  A = ?; B = -9; C = .; D = -7; E = 8%; F = -20%
> COc1cc(C=O)c(Cl)cc1OCC(N)=O
  A = 81%[activator]; B = -12; C = 0%; D = 10; E = 1%; F = -16%
> COc1ccc(NC(=O)c2ccc(NCC3CCCO3)c([N+](=O)[O-])c2)cc1 (stereo unspecified)
  A = 11%; B = 23; C = -8%; D = 17; E = 1%; F = -1%[57.1 µM]
> COc1ccc(N2C(=O)C3C(c4ccc(C(=O)O)cc4)NC(Cc4ccccc4)(C(=O)O)C3C2=O)c([N+](=O)[O-])c1 (stereo unspecified)
  A = 2.9µM*; B = -16; C = 12%; D = 6; E = 15%; F = -29%
> C/C(=N\NC(N)=S)C12CC3CC(CC(C3)C1)C2
  A = 5.2µM*; B = -7; C = .; D = -3; E = -4%; F = -6%
> CNc1cc(N2CCN(S(=O)(=O)N(C)C)CC2)ccc1[N+](=O)[O-]
  A = 22%; B = -5; C = 7%[5.75 µM]; D = 3; E = -6%; F = -7%
> c1coc(CN=C2NC(=NCc3ccco3)c3ccccc32)c1
  A = 4%; B = -14; C = -24%; D = -4; E = -10%; F = ?
> Cc1ccc(-n2nnnc2SCC(=O)Nc2ccc(N3CCN(C)CC3)cc2)c(C)c1
  A = -3%; B = -11; C = ?; D = -1; E = .; F = 0%

Next section.
Abbreviations: A = Pf growth 96h; B = Shiga toxin inh; C = Pf growth 48h; D = Cycloheximide cs; E = Giardia FBPA inh; F = Sm TGR inh
> CCOC(=O)N1CCC(Nc2c(NCCCN(C)Cc3ccccc3)c(=O)c2=O)CC1
  A = 6%; B = -8; C = .; D = -7; E = 6%; F = 0%
> Cc1ccc(NC(=O)C2CC(=O)N(C(C)c3ccccc3)C2)cc1 (stereo unspecified)
  A = 19%; B = .; C = -19%; D = .; E = .; F = 9%
> O=C(Nc1ccc(Cl)cc1Cl)NC1CCN(S(=O)(=O)c2ccc(F)cc2)CC1
  A = 15%; B = 6; C = 91%[activator]; D = -2; E = -5%; F = 0%
> Cc1nn(C)c(Cl)c1C(N)=O
  A = -25%; B = -4; C = 2%; D = -1; E = -5%; F = 0%
> Cc1cccc(NC(=O)CSCc2cc(=O)n3ccsc3n2)c1C
  A = -2%; B = -7; C = -5%; D = 2; E = .; F = -6%
> CCNC(=S)N1CCN(S(=O)(=O)c2ccc(C)c(C)c2)CC1
  A = 7%; B = -10; C = -3%; D = -1; E = 25%; F = -5%
> C=CCC(CC=C)(NC(=O)c1ccccc1)c1ccccc1
  A = 13%; B = -6; C = -7%; D = 1; E = 4%; F = 2%
> CCc1ccc(NC(=O)C2CCCN(S(C)(=O)=O)C2)cc1 (stereo unspecified)
  A = ?; B = -5; C = 20%; D = -3; E = 4%; F = 12%
> O=C1C(=O)N(c2ccccn2)C(c2cccc(F)c2)/C1=C(/O)c1ccccc1 (stereo unspecified)
  A = 36%[activator]; B = -3; C = .; D = 0; E = -9%; F = -23%
> COc1cc2c(cc1OC)C(C)N(S(=O)(=O)c1ccc(Cl)nc1)CC2 (stereo unspecified)
  A = ?; B = 9; C = ?; D = -2; E = .; F = 3%
> COC(=O)c1ccc(C(=O)OC)c(NC(=S)N2CCN(c3cc(Cl)ccc3C)CC2)c1
  A = ?; B = -9; C = 14%; D = -3; E = -3%; F = 0%
> COc1ccc(-n2c(Cc3cccn3C)nnc2SCC(=O)Nc2nccs2)cc1
  A = ?; B = -16; C = ?; D = -6; E = 0%; F = ?
> O=C(CC12CC3CC(CC(Br)(C3)C1)C2)NC1=NCCS1
  A = ?; B = -6; C = 17%; D = -2; E = 0%; F = -6%
> Cc1oc(-c2ccccc2Cl)nc1CS(=O)CC(=O)NCc1ccc2c(c1)OCO2 (stereo unspecified)
  A = ?; B = -2; C = 5%; D = -2; E = .; F = -12%
> CCc1cccc(NC(=O)c2cccc(S(=O)(=O)N3CCN(C)CC3)c2)c1
  A = -6%; B = -15; C = 10%; D = -6; E = .; F = 1%

(list continues)
Abbreviations: A = Pf growth 96h; B = Shiga toxin inh; C = Pf growth 48h; D = Cycloheximide cs; E = Giardia FBPA inh; F = Sm TGR inh
> O=C(c1cccc(-c2ccccc2F)c1)N1CC[C@@H](N2CCC(O)CC2)[C@H](O)C1
  A = 3%; B = -6; C = -2%; D = -3; E = -1%; F = 4%
> Cc1ccc(OCCNS(=O)(=O)c2cccs2)cc1
  A = 15%[5.75 µM]; B = 56; C = -28%; D = 44*; E = 0%; F = -3%
> COc1cc(NC(=O)COC(=O)Cc2ccc(-c3ccccc3)cc2)cc(OC)c1
  A = 2%; B = 9; C = 0%; D = 10; E = -2%; F = -4%
> CC(=O)Nc1ccccc1NC(=O)c1cc(C)cc(C)c1
  A = 1%; B = -6; C = -1%; D = -1; E = 4%; F = .
> CCOc1ncccc1C(=O)N1CCN(S(=O)(=O)c2ccc3c(c2)OCCO3)CC1
  A = ?; B = .; C = ?; D = .; E = .; F = -1%
> Cc1cc(Cc2ccc([N+](=O)[O-])cc2)c(C)cn1
  A = 5%; B = .; C = -14%; D = -5; E = 7%; F = -27%
> Cc1c(-c2cccc(NC(=O)c3ccco3)c2)nc2ncccn12
  A = ?; B = 7; C = ?; D = 5; E = -6%; F = 18%
> O=C(CSCc1ccc(Cl)cc1Cl)Nc1nccs1
  A = ?; B = -15; C = ?; D = -3; E = -5%; F = 0%
> Cc1ccc(C(=O)NC2CCCCNC2=O)cc1C (stereo unspecified)
  A = 109%[activator]; B = 64*; C = 63%[activator]; D = 38*; E = 4%; F = -2%
> Cc1cc(C(=O)OCC(=O)Nc2ccccc2F)c(C)n1C1CC1
  A = -18%; B = .; C = -8%; D = .; E = .; F = 0%
> CSc1ccc(CSCC(=O)N2CCN(S(=O)(=O)c3ccc(C)cc3C)CC2)cc1
  A = -59%; B = .; C = 12µM*; D = .; E = .; F = 3%
> CCN(CC)c1ccc(N=Cc2c(C)[nH]c3ccccc23)cc1
  A = 4.7µM*; B = -2; C = 1.9µM*; D = -1; E = ?; F = -34%
> CN1CCN(C(=O)CCN2C(=O)c3ccccc3C2=O)CC1
  A = 4%; B = 1; C = 56%[activator]; D = 1; E = 5%; F = 9%
> Cc1c(Br)c([N+](=O)[O-])nn1C(C)C(=O)N1CCCc2ccccc21 (stereo unspecified)
  A = 2%; B = 31; C = -5%; D = 18; E = 1%; F = 2%
> COC(=O)C1=C(c2ccc(F)cc2F)C[C@@H]2CC[C@H]1N2C(=O)N1CCCC1
  A = 3%; B = .; C = ?; D = .; E = .; F = -8%

Next section:
Abbreviations: A = Pf growth 96h; B = Shiga toxin inh; C = Pf growth 48h; D = Cycloheximide cs; E = Giardia FBPA inh; F = Sm TGR inh
> CCCC(=O)Oc1ccc(N(C(=O)CCC)S(=O)(=O)c2cccc([N+](=O)[O-])c2)cc1
  A = 4.7µM*; B = -14; C = -9%; D = -2; E = -4%; F = -25%
> CN(C)S(=O)(=O)c1cc(C(=O)Nc2ccccc2C(=O)NC2CC2)ccc1Cl
  A = ?; B = .; C = ?; D = .; E = .; F = ?
> CC1CN(C)C(C)(C)CC1(O)c1ccccc1 (stereo unspecified)
  A = .; B = -28; C = 3%; D = -1; E = 0%; F = 3%
> O=C(C1CCCN(S(=O)(=O)c2cccc3nonc23)C1)N1CCN(c2cccc(Cl)c2)CC1 (stereo unspecified)
  A = 7.4µM*; B = -6; C = .; D = -2; E = -4%; F = 3%&-23%
> COc1ccc2cc3cc(C(=O)N4CC(C)CC(C)C4)oc3nc2c1 (stereo unspecified)
  A = -17%; B = 23; C = ?; D = 19; E = .; F = 1%
> CCOC(=O)c1cc(-c2ccc(Cl)cc2)nc2c1c(=O)[nH]c(=O)n2CCOC
  A = -35%; B = -11; C = ?; D = -2; E = 0%; F = -1%
> Cc1cc(=O)oc(C)c1C(=O)NCC1COc2ccccc2O1 (stereo unspecified)
  A = ?; B = -5; C = -29%; D = 10; E = -15%; F = -35%
> CCCCN(C)CCCNC(=O)c1cc(=O)[nH]c2ccc(S(=O)(=O)N3CCCCC3C)cc12 (stereo unspecified)
  A = 38%[activator]; B = -6; C = -4%; D = 1; E = 5%; F = -34%
> C=C(C)CC(Nc1ccc(OC)cc1)c1ccco1 (stereo unspecified)
  A = 41%[activator]; B = 41; C = -5%; D = 6; E = -7%; F = .
> CN1CCN(c2ccc(NC(=O)c3ccc(-c4ccccc4F)o3)cc2)CC1
  A = ?; B = .; C = -56%; D = .; E = .; F = -18%
> c1ccc(-c2ccccc2OCCOCCN2CCc3ccccc3C2)cc1
  A = ?; B = 47; C = ?; D = -3; E = -2%; F = .
> COc1ccc(NS(=O)(=O)c2cc3c4c(c2)CCN4C(=O)CC3)cc1OC
  A = -4%; B = .; C = ?; D = .; E = .; F = -2%
> CSc1ccc(S(=O)(=O)N2CCC(C(=O)Nc3cccnc3)CC2)cc1
  A = -12%; B = 15; C = -22%; D = -5; E = -11%; F = 4%
> COc1cc(/C=C(\C#N)C(=O)Nc2cccnc2)ccc1OC(C)C
  A = -18%; B = -7; C = 16%; D = -3; E = -5%; F = -2%
> CCOC(=O)c1[nH]c(C)c(C(=O)OCC(=O)N2CCc3ccccc32)c1C
  A = ?; B = 25; C = .; D = 1; E = 0%; F = -9%

In the list so far, these have a thiophene ring, fused or not:
Abbreviations: A = Pf growth 96h; B = Shiga toxin inh; C = Pf growth 48h; D = Cycloheximide cs; E = Giardia FBPA inh; F = Sm TGR inh
> COc1cccc(NC(=O)c2ccc(NS(=O)(=O)c3cccs3)cc2)c1
  A = 0%; B = .; C = 10%; D = .; E = .; F = 5%
> Cc1ccc(OCCNS(=O)(=O)c2cccs2)cc1
  A = 15%[5.75 µM]; B = 56; C = -28%; D = 44*; E = 0%; F = -3%

(cont.)
Abbreviations: A = Pf growth 96h; B = Shiga toxin inh; C = Pf growth 48h; D = Cycloheximide cs; E = Giardia FBPA inh; F = Sm TGR inh
> O=S1(=O)N=C(N(CCO)/N=C/c2ccccc2F)c2ccccc21
  A = -12%; B = -5; C = -23%; D = -7; E = -3%; F = 17%
> COc1ccc(OC)c(/C=N/NC(=O)CN2CCSCC2)c1
  A = ?; B = 14; C = 14%; D = 6; E = -26%; F = 4%
> O=C(CN1CCSCC1)N/N=C/c1ccc(Cl)cc1
  A = 48%[activator]; B = 29; C = 11%; D = 11; E = ?; F = .
> O=[N+]([O-])c1ccc(Cl)c(/C=N/N2CCN(Cc3ccccc3)CC2)c1
  A = 35%[activator]; B = -10; C = 23%; D = -3; E = .; F = -10%
